# VCAM1 TNFa inh = reduces TNF alpha induced VCAM1 expression in HUVEC; AID 802; HUVEC TNFa-induced VCAM-1 immunofluorescence, high-content imaging; inhibition, % at 2 µM; hit rate 0.48% among 95,000;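 active = inhibition above the batch mean plus 3 SD, with images confirmed as a hit by eye, cut at about 37% in these data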;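 note: 0% = TNF-stimulated DMSO wells and 100% = unstimulated control wells; not every result past the cut was called active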
# Candida biofilm = kills Candida albicans biofilms | C. albicans biofilm + clotrimazole, Alamar Blue | hit rate 0.14% among 85,000 | inhibition, % at 6 µM;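 active = inhibition above 20%; inactive = inhibition below 20%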;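 note: preformed 24 hr biofilms exposed to compound for 48 hr; 0% = biofilm without compound and 100% = blank killed by clotrimazole plus chlorhexidine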
# Smad3 inh = inhibitors of human Smad3 transcription factor binding; P84022; TR-FRET Smad3/Dy647-FoxH1 peptide binding, europium anti-His; inhibition, % at 25 µM; hit rate 0.29% among 88,000;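 active = compounds that reduce the energy-transfer binding signal between the protein and its labelled peptide by more than half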;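 note: 0% = Smad3 plus labelled peptide maximal FRET and 100% = peptide-only background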
# cytoskel mod = modifiers of cytoskeleton assembly; HUVEC TNFa F-actin phalloidin imaging, high content; hit rate 0.18% among 91,000; inhibition, % at 2 µM; AID 836;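 active = inhibition above the batch mean plus 3 SD and confirmed as a hit by visual image inspection, cut at about 30% in these data, passing the limit was not always enough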; note: strong numbers were not always called active
# IL1B cytotox = HUVEC cytotoxicity counter-screen, IL-1B stimulated | HUVEC cell count loss, Hoechst imaging | cell count reduction, % at 2 µM | hit rate 0.41% among 94,000 | AID 845;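 active = cell count reduction more than 3 SD above the screen-wide mean, cut at about 70% in these data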;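 note: normalized per plate to untreated control cells as the no-loss baseline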
# sEH inh = soluble epoxide hydrolase (human) inhibition; recombinant human sEH enzymatic activity assay; P34913; inhibition, % at 2 µM; AID 707; hit rate 0.34% among 91,000; in the data active = inhibition above about 80%; note: values of inactives mirror those of a sister screen read the other way; many of its hits are not listed in these tables
# Target sequence (P34913 whole entry, looked up): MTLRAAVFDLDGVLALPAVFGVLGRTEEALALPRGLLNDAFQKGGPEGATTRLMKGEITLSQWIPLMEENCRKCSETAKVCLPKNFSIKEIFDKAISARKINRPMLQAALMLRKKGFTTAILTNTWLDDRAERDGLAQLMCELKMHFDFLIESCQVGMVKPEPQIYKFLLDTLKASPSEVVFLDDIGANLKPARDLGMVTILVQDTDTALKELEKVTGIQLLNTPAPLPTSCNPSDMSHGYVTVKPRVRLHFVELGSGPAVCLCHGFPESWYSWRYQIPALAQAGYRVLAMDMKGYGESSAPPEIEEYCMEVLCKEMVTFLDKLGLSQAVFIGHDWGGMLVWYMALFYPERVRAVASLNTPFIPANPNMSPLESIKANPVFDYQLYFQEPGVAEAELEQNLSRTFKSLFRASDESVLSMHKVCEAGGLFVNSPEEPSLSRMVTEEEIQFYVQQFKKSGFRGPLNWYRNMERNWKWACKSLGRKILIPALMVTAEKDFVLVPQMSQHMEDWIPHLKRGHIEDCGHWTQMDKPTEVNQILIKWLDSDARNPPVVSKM
# sEH activator = increases human soluble epoxide hydrolase activity. purified human sEH enzymatic activity, activator screen. activation, % at 2 µM. hit rate 0.04% among 91,000. AID 717; in the data active = activation above about 37%; note: values of inactives mirror those of a sister screen read the other way
# ERb SRC1 inh = ER-beta (human) coactivator binding inhibition. inhibition, % at 25.6 µM. hit rate 1.3% among 86,000. Q92731. TR-FRET ER-beta LBD / SRC1-Cy5 peptide binding; receptor agonist-loaded with 1 µM estradiol;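 active = compounds whose percent inhibition of the receptor-coactivator binding signal exceeds about 50% in the single-dose screen, limit read from the data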;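 note: 0% = receptor plus peptide wells without compound and 100% = peptide-only wells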
# Target sequence (Q92731 whole entry, looked up, the tested form may be a part): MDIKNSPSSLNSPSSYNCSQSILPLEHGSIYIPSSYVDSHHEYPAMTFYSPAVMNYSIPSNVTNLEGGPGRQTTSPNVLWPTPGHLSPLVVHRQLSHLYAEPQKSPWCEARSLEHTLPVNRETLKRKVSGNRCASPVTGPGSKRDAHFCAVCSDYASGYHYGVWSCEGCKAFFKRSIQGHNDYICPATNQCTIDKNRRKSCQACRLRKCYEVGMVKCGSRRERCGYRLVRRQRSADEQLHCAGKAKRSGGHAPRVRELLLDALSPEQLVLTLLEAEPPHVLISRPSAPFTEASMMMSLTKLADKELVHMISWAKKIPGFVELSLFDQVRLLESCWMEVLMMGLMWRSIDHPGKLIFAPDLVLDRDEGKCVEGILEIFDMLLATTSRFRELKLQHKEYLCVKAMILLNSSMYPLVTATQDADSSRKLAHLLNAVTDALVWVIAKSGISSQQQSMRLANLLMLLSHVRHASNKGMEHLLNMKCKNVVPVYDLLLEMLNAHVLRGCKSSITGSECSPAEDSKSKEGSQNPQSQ
# HUVEC tox TNFa = toxic to HUVEC cells under TNF alpha stimulation; HUVEC TNFalpha-stimulated, Hoechst cell count, imaging; cell count reduction, % at 2 µM; hit rate 0.17% among 93,000;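 active = cell count reduction exceeding the screen mean by over 5 SD, scaled to untreated wells per plate, cut at about 78% in these data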;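 note: cells counted after 24 h of TNF alpha exposure following the 1 h pretreatment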
# An asterisk follows results filed as active; . = not tested or not shown; [ ] = another dose, or the depositor's remark. This is a subset; the hit share may differ from the screen's.
SMILES,VCAM1 TNFa inh,Candida biofilm,Smad3 inh,cytoskel mod,IL1B cytotox,sEH inh,sEH activator,ERb SRC1 inh,HUVEC tox TNFa
O=S(=O)(Nc1cccnc1)c1ccc(C2CCCCC2)cc1,6,4,12[fluorescence artefact?],-7,17,7,-8,-1,-9
CCOC(=O)C1CCCCN1Cc1ccc(F)cc1 (stereo unspecified),0,5,-1,.,3,-13,8,-5[fluorescence artefact?],6
CCN(CC)c1ccc(CNC23CN4CN(CN(C4)C2)C3)cc1,25,-1,14,-28,-27,-3,1,-7[fluorescence artefact?],-16
CCOC(=O)c1c(-c2ccc(OC)cc2)csc1NC(=O)CCN1C(=O)c2ccccc2C1=O,4,.,.,26,17,-6,7,.,-13
c1ccc(CCc2nc(-c3ccccc3)no2)cc1,6,1,7,11,-3,9,-6,-11,-5
Cc1ccccc1CN1CCN(CC(=O)NCc2ccc3c(c2)OCO3)C1=O,9,-1,-8,-16,-6,-11,9,-5,-14
O=C(CSc1nnnn1-c1ccccc1)c1cc2ccccc2oc1=O,13,1,-2,8,26,-15,14,25[fluorescence artefact?],4
O=C1c2ccccc2C(=O)C1c1ccncc1,0,2,8,6,-10,11,-11,-5,-7
COc1cccc(-c2nnc(SCC(=O)N3CCCc4ccccc43)o2)c1,-3,-7,-3,5,17,6,-6,0,6
O=C(NC1CCCCC1)N1CCN(c2ccccc2)CC1,2,2,-2,1,6,33,-32,-11,-5
CCCOc1ccc(C(C)=O)cc1CC(C(N)=O)C(N)=O,-1,0,3,-2,12,6,-4,-1[fluorescence artefact?],.
CCC(Oc1ccccc1)C(=O)Nc1ccc(S(=O)(=O)Nc2cnc3ccccc3n2)cc1 (stereo unspecified),9,.,.,3,10,14,-11,.,0
Brc1ccc(/C=N/Nc2ncnc3c2cnn3Cc2ccccc2)cc1,-11,.,.,2,42,26,-24,.,19
COc1ccc(-c2nnc(SC(C)C(=O)Nc3cccc(Cl)c3)o2)cc1 (stereo unspecified),14,-3,-3,-28,-15,-9,8,0,-6
O=C(CN1CCCN(S(=O)(=O)c2ccc(Br)cc2)CC1)Nc1ccc2cn[nH]c2c1,3,10,3,8,-30,1,-4,32,-6
Fc1ccccc1CSc1nc2ncc(Br)cc2[nH]1,-5,8,3,0,-12,-4,7,6[fluorescence artefact?],.
COc1ccc(Cl)c(NC(=O)NCCN2CCN(c3ccccc3)CC2)c1,-57,4,11,-7,-28,0,2,-17,.
Cc1cc(Cn2ccnc2)c(C)cc1Cn1ccnc1,13,2,6,2,0,5,-4,-8,-15
CCOC(=O)c1c(C)[nH]c(C)c1C(=O)CSc1nc(N)cc(=O)[nH]1,-6,2,8,10,-31,3,-4,-6,-5
COc1ccc(-c2csc3ncnc(NCCN4CCOCC4)c23)cc1,6,-5,1,20,-3,-1,0,8,-16
CCCOc1ccc(C(CC(=O)O)NS(=O)(=O)c2ccc(NC(C)=O)cc2)cc1 (stereo unspecified),-17,3,-3,14,2,-10,10,-17,-27
Cc1ccc(-c2nc3ccccn3c2NCc2ccc3c(c2)OCO3)cc1,-11,2,-2,8,-12,-2,4,-5,-2
COc1cccc(C2=CC(c3ccc(N(C)C)cc3)n3nnnc3N2)c1 (stereo unspecified),0,6,7[fluorescence artefact?],-36,-39,4,-1,4,-17
COc1ccc(C(=O)n2ccc(C)n2)cc1Br,10,1,-7,-2,7,13,-9,11,-4
Cc1ccc(C(=O)n2c3ccccc3c3ccccc32)cc1,11,5,-5,.,4,-16,13,-5,-9

# Six structures already listed, arranged by length of the SMILES, ascending.
SMILES,VCAM1 TNFa inh,Candida biofilm,Smad3 inh,cytoskel mod,IL1B cytotox,sEH inh,sEH activator,ERb SRC1 inh,HUVEC tox TNFa
CCOC(=O)C1CCCCN1Cc1ccc(F)cc1 (stereo unspecified),0,5,-1,.,3,-13,8,-5[fluorescence artefact?],6
c1ccc(CCc2nc(-c3ccccc3)no2)cc1,6,1,7,11,-3,9,-6,-11,-5
COc1ccc(Cl)c(NC(=O)NCCN2CCN(c3ccccc3)CC2)c1,-57,4,11,-7,-28,0,2,-17,.
Cc1ccccc1CN1CCN(CC(=O)NCc2ccc3c(c2)OCO3)C1=O,9,-1,-8,-16,-6,-11,9,-5,-14
COc1ccc(-c2nnc(SC(C)C(=O)Nc3cccc(Cl)c3)o2)cc1 (stereo unspecified),14,-3,-3,-28,-15,-9,8,0,-6
CCOC(=O)c1c(C)[nH]c(C)c1C(=O)CSc1nc(N)cc(=O)[nH]1,-6,2,8,10,-31,3,-4,-6,-5

# New compounds follow:
SMILES,VCAM1 TNFa inh,Candida biofilm,Smad3 inh,cytoskel mod,IL1B cytotox,sEH inh,sEH activator,ERb SRC1 inh,HUVEC tox TNFa
Brc1ccc(-c2csc(N3CCc4ccccc4C3)n2)cc1,2,.,.,-13,4,1,0,.,7
COc1cccc(C(c2nnnn2Cc2ccco2)N2CCN(c3cccc(C)c3C)CC2)c1OC (stereo unspecified),-23,-1,5,-6,5,-3,3,-22,-3
CCOC(=O)c1sc(NC(=O)CNC(=O)Cn2cnc3sc(C)c(C)c3c2=O)nc1C,-6,-4,-63,-14,10,8,-3,46[fluorescence artefact?],1
COc1ccc(CC(C)N2CCN(c3cccc(C(F)(F)F)c3)CC2)cc1OC (stereo unspecified),-2,6,11,-22,.,-14,11,0,-7
O=C(c1ccco1)N1CCN(C(=O)c2cc(-c3ccccn3)nc3ccccc23)CC1,12,-7,2,-2,-30,.,.,1,-22
CCOC(=O)C1=C(C)NC(C)=C(C(=O)OCC)C1c1sccc1C,16,.,.,32,-8,17,-16,.,-25
CC1Cc2ccccc2N1CC(=O)Nc1ccc2c(c1)OC(F)(F)O2 (stereo unspecified),-14,.,.,-1,-11,49,-49,.,-11
Cc1c(-c2nc(N)nc(Nc3ccc(F)cc3)n2)oc2ccccc12,9,5,10,-21,8,1,5,-22,-33
Cc1ccc(-c2nc(N/N=C/c3cccnc3)c3ccccc3n2)cc1,-12,-3,0,-15,.,-1,-2,-4,2
Nc1nc(Cl)cc(N2CCC(c3cc(-c4ccc(Cl)cc4)n[nH]3)CC2)n1,-8,.,.,0,-49,4,-2,.,1
Cc1cc2oc(=O)cc(CSc3nc(N)cc(N)n3)c2cc1C,-12,.,.,7,-2,4,-2,.,-23
O=C(NCc1cccc(Cl)c1)c1ccco1,-13,4,11[fluorescence artefact?],-6,4,7,-4,-8[fluorescence artefact?],-20
O=C(NCc1ccco1)Nc1ccc(Br)cc1Cl,12,4,-10,-16,-7,20,-20,-4,-8
Cc1ccc(Cl)cc1N(CC(=O)NC1CCCCC1)S(C)(=O)=O,18,-1,-5,15,-163,10,-10,-4,15
CC(C)(C)n1nnnc1C(c1ccncc1)N1CCN(c2ccc(O)cc2)CC1 (stereo unspecified),14,1,-3,7,2,-4,6,18,-16
CCOC(=O)c1nn(-c2ccccc2)c(=O)c2c(N)scc12,18,0,-2,0,10,-12,14,32,-12
CS(=O)(=O)NCCCNc1ccc(Cl)cc1[N+](=O)[O-],4,6,8,.,12,1,-3,-5,-1
COc1ccc(Br)cc1CNC(=O)C1CCN(S(=O)(=O)N2CCCC2)CC1,5,.,.,4,-15,17,-18,.,1
Cc1ccc(C(=O)NC2CC3CCC(C2)N3Cc2ccco2)cc1 (stereo unspecified),11,4,1,-1,-16,-3,2,-10[fluorescence artefact?],1
CCN(CC)S(=O)(=O)c1ccc2c(c1)c(C(=O)O)cn2C,6,1,12,-17,3,.,.,-5[fluorescence artefact?],-4
COC(=O)c1cccc(N(C(=O)CNC(=O)c2ccco2)C(C(=O)NC2CCCC2)c2ccco2)c1 (stereo unspecified),14,6,9,18,22,-17,14,1,-1
COc1ccc2[nH]c(=O)c(CN(CCO)C(=O)c3cccs3)cc2c1,-3,-2,-11,6,-6,8,-9,2,0
O=C(N/N=C/c1c[nH]c2ccccc12)c1ccn(Cc2ccc(Cl)cc2Cl)n1,4,.,.,-1,-46,25,-23,.,0
CCOC(=O)c1nnn(-c2nonc2N)c1C,13,8,11[fluorescence artefact?],5,6,12,-9,-6,-12
COC(=O)C(C)Sc1nnc(Cc2cc(=O)[nH]c(=O)[nH]2)n1-c1cccc(OC)c1 (stereo unspecified),9,2,6,2,0,4,-4,-14,-28
# Next section.
SMILES,VCAM1 TNFa inh,Candida biofilm,Smad3 inh,cytoskel mod,IL1B cytotox,sEH inh,sEH activator,ERb SRC1 inh,HUVEC tox TNFa
COc1ccc2c(c1OC)C(=O)OC2CC(=O)O (stereo unspecified),0,3,-7,13,18,7,-7,-1,17
CCOC(=O)C1=C(O)/C(=C/c2ccc(C)o2)SC1=NC(=O)c1ccccc1C,-21,3,3,-14,19,-4,5,39,-4
CCOC(=O)Cc1[nH]nc2c1C(c1ccoc1)C(C#N)=C(N)O2 (stereo unspecified),9,8,-10,-2,24,-13,11,12,0
Cn1c(SCC(=O)N2CCCCC2)nc2c([nH]c3ccccc32)c1=O,15,4,13,2,18,-15,19,8[fluorescence artefact?],-11
CCN(CC)S(=O)(=O)c1cccc(C(=O)Nc2ccccc2)c1,2,0,17,40,-5,41,-41,-15,-38
CCOC(=O)C(C)Oc1cccc2c(=O)n(CC(=O)N3CCCc4ccccc43)ccc12 (stereo unspecified),2,.,.,4,7,.,.,.,-23
O=C(/C=C/c1cccs1)NC(=S)NNC(=O)Cc1cccs1,-3,-1,7,0,-25,13,-8,5,-25
CCn1c(=Nc2ccc(N3CCOCC3)cc2)ccc2ccccc21,-13,3,-3,1,-1,-27,26,8,4
CNc1nc(Oc2ccc(=O)n(C)n2)nc(N2CCOCC2)n1,-9,.,.,12,-6,1,0,.,-14
O=C(NC(Nc1nc2ccccc2s1)(C(F)(F)F)C(F)(F)F)c1ccccc1,19,.,.,-10,25,-24,26,.,11
O=C(NCc1ccc(F)cc1)c1noc2c1CCCC2,-22,6,2[fluorescence artefact?],-1,17,-14,14,-11[fluorescence artefact?],-44
Cc1ccc(C)c(-n2c(CNC(=O)c3ccco3)nnc2SCC(=O)Nc2nccs2)c1,17,1,13,-7,-11,-2,0,-7,-36
COC(=O)c1sc2ncccc2c1OCc1ccc(Cl)cc1,-18,.,.,16,-89,-7,4,.,5
CCOc1ccc(NC(=O)CN(c2cccc(C(F)(F)F)c2)S(C)(=O)=O)cc1,13,1,0,-13,-22,0,3,2,-5
O=C(Nc1ccc2c(c1)OCO2)c1ccc[n+]([O-])c1,2,4,-10,6,-1,-11,10,-1[fluorescence artefact?],-19
O=C(Nc1ccc2c(c1)OCO2)C1CCN(Cc2cnn(-c3ccccc3)c2-n2cccc2)CC1,2,11,6,-7,-3,66,-66,3,-13
O=C(CC(Cc1ccccc1)c1ccco1)NC1CCCCC1 (stereo unspecified),-18,7,-3,0,4,33,-33,-4,-8
c1ccc(-c2nnc(CSc3nncs3)o2)cc1,93*,-5,-5,13,-4,8,-8,9,-7
O=c1[nH][nH]c(=O)c2cc(N3CCCC3)ccc12,3,4,10,20,2,-9,8,34[fluorescence artefact?],-19
O=C(C(F)C(F)(F)F)N1CCN(c2ccccc2)CC1 (stereo unspecified),8,-1,-9,3,5,-14,11,-2,-15
Cc1c(C(N)=O)sc(N)c1C(=O)OC(C)C,5,3,4,16,7,3,-3,-5,-24
CCN1CCN(Cc2oc(CO)cc(=O)c2O)CC1,-4,.,.,8,0,1,0,.,-23
CC(C)CC(NC(=O)C1CCC(C)CC1)C(=O)NCc1cccnc1 (stereo unspecified),0,.,-2,-5,3,-8,6,3[fluorescence artefact?],-2
Cc1cc(C)cc(OCc2nnc(SCC(=O)c3ccc(Br)cc3)o2)c1,.,2,10,.,13,0,5,-18[fluorescence artefact?],.
COC(=O)c1cc(C)sc1NC(=O)CCCC(=O)O,8,6,3,-13,-3,-9,11,0[fluorescence artefact?],-2
Clc1ccc(C2=Nn3c(nnc3-c3cccnc3)SC2)s1,78*,5,3,-9,0,1,1,-1[fluorescence artefact?],72
CCOC(=O)c1cccc(NS(=O)(=O)c2ccc(NC(C)=O)cc2)c1,-13,6,20[fluorescence artefact?],-18,-86,-18,17,-2,-3
COc1ccccc1CNC(=O)c1ccc(NS(C)(=O)=O)cc1,18,6,3,6,-16,17,-14,31[fluorescence artefact?],-9

# Screens (PubChem BioAssay)
